Assay outcomes deposited in PubChem BioAssay by National Center for Advancing Translational Sciences (NCATS).
TDP1 cell CPT: growth inhibition of DT40 Tdp1-/-;hTDP1 cells with camptothecin (screen for TDP1 inhibitors); chicken DT40 Tdp1-/-;hTDP1 cells + 20 nM CPT, ATP luminescence, 48 h; Potency, µM (top dose mostly 46.2 µM), for inactives: at the top dose activity change, negative = growth inhibition, hits mostly inhibitors; 12% of 420,000 active; AID 686979; also: nearly all actives have a fitted effect of over 55% in size
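Cell growth measured by CellTiter-Glo luminescence after a minimum 48 h, 37 C compound exposure with 20 nM CPT in Tdp1-knockout DT40 cells stably expressing hTDP1, seeded 400/well; qHTS titration format.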
TDP1 block: inhibitors of human tyrosyl-DNA phosphodiesterase TDP1; recombinant TDP1, AlphaScreen DNA substrate cleavage; Potency, µM (doses to about 130 µM), inactives show top-dose activity change, negative = inhibition, hits mostly inhibitors; 0.28% of 350,000 active; AID 485290; also: nearly all actives have a fitted effect of over 40% in size
Target sequence (Q9NUW8 whole entry, looked up): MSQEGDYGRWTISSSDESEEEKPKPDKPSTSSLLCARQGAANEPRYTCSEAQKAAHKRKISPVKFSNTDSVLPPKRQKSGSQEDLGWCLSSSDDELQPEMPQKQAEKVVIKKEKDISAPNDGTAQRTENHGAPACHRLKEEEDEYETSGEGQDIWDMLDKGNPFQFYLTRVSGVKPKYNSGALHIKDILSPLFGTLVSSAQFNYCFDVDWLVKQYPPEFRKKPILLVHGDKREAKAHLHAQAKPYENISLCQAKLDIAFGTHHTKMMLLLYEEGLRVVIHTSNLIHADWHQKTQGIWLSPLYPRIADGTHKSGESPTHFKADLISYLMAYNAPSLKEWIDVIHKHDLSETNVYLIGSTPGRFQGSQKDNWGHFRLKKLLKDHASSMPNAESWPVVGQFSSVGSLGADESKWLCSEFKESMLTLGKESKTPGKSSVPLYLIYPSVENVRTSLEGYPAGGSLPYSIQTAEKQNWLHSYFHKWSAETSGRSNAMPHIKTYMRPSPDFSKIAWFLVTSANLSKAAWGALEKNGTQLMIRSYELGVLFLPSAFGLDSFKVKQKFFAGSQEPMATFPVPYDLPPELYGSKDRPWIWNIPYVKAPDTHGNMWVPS
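Steps: enzyme plus compound, 15 min RT; add biotin/phosphotyrosine-FITC oligonucleotide (15 nM final), react 5 min; add donor/acceptor beads (10 ug/ml final), 10 min; read AlphaScreen. Tdp1 at 1 nM final.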
TDP1 cell noCPT: qHTS for Inhibitors of human tyrosyl-DNA phosphodiesterase 1 (TDP1): qHTS in cells in absence of CPT; DT40 Tdp1-/- hTDP1 cells, no CPT, ATP luminescence, 48 h; Potency, µM (highest dose often 46.2 µM), for the others: top-dose activity change, negative = growth inhibition, usual class: inhibitors; 15% of 420,000 active; also: nearly all actives have a fitted effect of over 55% in size
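Luminescent ATP content (CellTiter-Glo) served as the growth readout. Knockout chicken DT40 cells expressing human TDP1 were exposed to compounds without camptothecin for a minimum 48 hr at 37 °C.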
* marks the source's active call; other numbers are inactive results; [ ] = remark or other dose. Calls follow the shape of the dose curve; as a rule, active = well fitted curve in the direction sought with a large enough effect; inconclusive = small, poorly fitted or top-dose-only effect, or another doubt; inactive = no such curve, though single readings can be large; an effect the other way counts as inactive or inconclusive. % is scaled to controls: 0 for no effect and ±100 for the full control effect; potency is read from the fitted curve at half-maximal effect.

How did Cc1ccc2[nH]c(=S)cc(C)c2c1 do in these assays?
TDP1 cell CPT: inconclusive; TDP1 block: 8%; TDP1 cell noCPT: inconclusive

Results for CCC(=O)c1ccc(OCC(=O)OCC(=O)NCCC2=CCCCC2)cc1 ?
TDP1 cell CPT: 7%; TDP1 block: 0%; TDP1 cell noCPT: -13%

What do the screens show for `Cc1ccc(S(=O)(=O)CCC(=O)OCC(=O)NCCc2ccc(F)cc2)cc1`?
TDP1 cell CPT: -26%; TDP1 cell noCPT: 1%

Results for CC(=O)NC(Cc1ccc(F)cc1)C(=O)NC1CCN(C(=O)Nc2ccc(F)cc2)CC1 (stereo not drawn) ?
TDP1 cell CPT: -2%; TDP1 block: 0%; TDP1 cell noCPT: 1%

Results for Cc1ccc(S(=O)(=O)N2[C@H](CC(=O)c3ccccc3)OC[C@@H]2C)cc1 ?
TDP1 cell CPT: inconclusive; TDP1 cell noCPT: inconclusive

Results for CC1CCC(NC(=O)C(C)N2C(=O)C3CCCCC3C2=O)CC1 (stereo not drawn) ?
TDP1 cell CPT: 5%; TDP1 block: -2%[56.1 µM]; TDP1 cell noCPT: 3%

How did O=C(NC1c2ccccc2-c2ccccc21)c1ccccc1 do in these assays?
TDP1 cell CPT: -29%; TDP1 block: 0%; TDP1 cell noCPT: -13%

What do the screens show for `COc1ccc(NC(=O)C2=CN3CCS(=O)(=O)N=C3C=C2)c(OC)c1`?
TDP1 cell CPT: 18%; TDP1 block: 0%; TDP1 cell noCPT: -16%

Results for Cc1ccc(C)c(S(=O)(=O)Nc2ccc(C(=O)N3CCOCC3)cc2)c1 ?
TDP1 cell CPT: inconclusive; TDP1 cell noCPT: inconclusive

What do the screens show for `CCOc1ccc(NC(=O)c2ccc(NC(=O)c3ccc(NC(N)=O)cc3)cc2)cc1`?
TDP1 cell CPT: -4%; TDP1 block: 56µM*; TDP1 cell noCPT: -3%

What do the screens show for `COC(=O)c1c(NC(=O)Cc2cccs2)sc2c1CCC(C)C2` (stereo not drawn)?
TDP1 cell CPT: inconclusive; TDP1 block: 2%; TDP1 cell noCPT: inconclusive

What do the screens show for `COc1ccccc1NC(=O)CNC(=O)c1ccc([N+](=O)[O-])cc1`?
TDP1 cell CPT: -29%; TDP1 block: 0%; TDP1 cell noCPT: -23%

Results for CCn1c(SC(C)C(=O)OC)nnc1-c1c[nH]c2ccccc12 (stereo not drawn) ?
TDP1 cell CPT: inconclusive; TDP1 block: 2%; TDP1 cell noCPT: 23µM*

How did COc1ccc(OC)c(S(=O)(=O)NCCc2ccccc2)c1 do in these assays?
TDP1 cell CPT: inconclusive; TDP1 block: -3%; TDP1 cell noCPT: -16%

What do the screens show for `O=C(NCCSCc1cccc(Cl)c1)C1CCN(S(=O)(=O)Cc2ccccc2)CC1`?
TDP1 cell CPT: -6%; TDP1 block: 11%; TDP1 cell noCPT: -30%

How did Cc1ccc(-c2[nH]c(-c3ccc(Cl)cc3)nc2SCC(=O)NCC2CCCO2)cc1 (stereo not drawn) do in these assays?
TDP1 cell CPT: inconclusive; TDP1 block: -1%; TDP1 cell noCPT: 4.1µM*

How did CC1CN(CCOc2cccc(Oc3ccccc3)c2)CC(C)O1 (stereo not drawn) do in these assays?
TDP1 cell CPT: inconclusive; TDP1 cell noCPT: inconclusive

Results for C[n+]1ccccc1/C=C/c1ccc(C#N)cc1 ?
TDP1 cell CPT: 17%; TDP1 cell noCPT: 5%

What do the screens show for `Cc1ccc(C(c2c(O)nc3n(c2=O)CCS3)c2c(O)nc3n(c2=O)CCS3)cc1`?
TDP1 cell CPT: 16%; TDP1 block: -14%; TDP1 cell noCPT: -15%

How did Cc1cc(C(=O)Nc2ccc(Cl)cc2)n(-c2ccccc2)n1 do in these assays?
TDP1 cell CPT: inconclusive; TDP1 cell noCPT: 4%

How did COc1cccc(CNC(=O)CCC2CCCN(C(=O)Cc3ccccc3F)C2)c1 (stereo not drawn) do in these assays?
TDP1 cell CPT: inconclusive; TDP1 block: 8%; TDP1 cell noCPT: inconclusive

Results for O=C(CN1C(=O)C2CC=CCC2C1=O)Nc1nnc(C2CC2)s1 (stereo not drawn) ?
TDP1 cell CPT: -7%; TDP1 block: -3%[56.1 µM]; TDP1 cell noCPT: 0%

Results for COc1ccccc1CN1CC(C(=O)NCc2ccc(N3CCCC3=O)cc2)CCC1=O (stereo not drawn) ?
TDP1 cell CPT: -7%; TDP1 block: 1%; TDP1 cell noCPT: -8%

Results for CCn1cc(C(=O)NC(C)C)c(=O)c2cc(F)c(N3CCN(C(=O)c4ccco4)CC3)cc21 ?
TDP1 cell CPT: inconclusive; TDP1 block: 4%; TDP1 cell noCPT: 18µM*

What do the screens show for `CCCn1c(CNc2ccc(Br)cc2)nc2ccccc21`?
TDP1 cell CPT: 23µM*; TDP1 block: 7%; TDP1 cell noCPT: inconclusive

What do the screens show for `Cc1sc2ncnc(NCC(O)c3ccc([N+](=O)[O-])cc3)c2c1C` (stereo not drawn)?
TDP1 cell CPT: 7.3µM*; TDP1 block: 5%; TDP1 cell noCPT: 2.9µM*

Results for CN(C)c1cccc(C(=O)NCCCSc2ccccc2)c1 ?
TDP1 cell CPT: inconclusive; TDP1 block: 7%; TDP1 cell noCPT: -4%

Results for Cc1ccc(NS(=O)(=O)c2ccc(C)c(NC(=O)COc3ccc4ccccc4c3)c2)c(C)c1 ?
TDP1 cell CPT: inconclusive; TDP1 block: 6%; TDP1 cell noCPT: 16µM*

What do the screens show for `Cc1c(NC(=O)c2ccc(CN3CCc4ccccc4C3)cc2)c(=O)n(-c2ccccc2)n1C`?
TDP1 cell CPT: -16%; TDP1 block: 3%; TDP1 cell noCPT: -26%

What do the screens show for `CC(=O)C1=C(C)NC(=O)NC1/C=C/c1ccccc1` (stereo not drawn)?
TDP1 cell CPT: 4%; TDP1 block: 6%; TDP1 cell noCPT: -4%

What do the screens show for `Cc1ccc2[nH]cc(/C=C/c3cc[n+](C)cc3)c2c1`?
TDP1 cell CPT: 4.1µM*; TDP1 cell noCPT: 2.6µM*

What do the screens show for `COc1ccc(-c2noc(CN(C(=O)c3ccccc3Cl)C(C)C)n2)cc1`?
TDP1 cell CPT: 26µM*; TDP1 block: 1%; TDP1 cell noCPT: 18µM*

What do the screens show for `Cc1ccccc1N1CCN(C2CCCN(C(=O)CCN3CCCO3)C2)CC1` (stereo not drawn)?
TDP1 cell CPT: 6%; TDP1 block: 4%; TDP1 cell noCPT: -10%

What do the screens show for `CCn1c(SCC(=O)Nc2ccccc2C(=O)OC)nnc1-c1ccoc1C`?
TDP1 cell CPT: -29%; TDP1 block: 5%; TDP1 cell noCPT: 29µM*

Results for Cc1cccc(C)c1NC(=O)Cn1cc(S(=O)(=O)Cc2ccc(F)cc2)c2ccccc21 ?
TDP1 cell CPT: inconclusive; TDP1 block: -11%; TDP1 cell noCPT: -10%

What do the screens show for `CC(C)CC(C(=O)Nc1oc(-c2ccco2)c(-c2ccco2)c1C#N)N1C(=O)c2ccccc2C1=O` (stereo not drawn)?
TDP1 cell CPT: -1%; TDP1 block: 8%; TDP1 cell noCPT: 1%

What do the screens show for `O=C(O)c1ccc(N2C(=O)CC(SC(=NCc3ccc4c(c3)OCO4)Nc3ccc(F)cc3)C2=O)cc1` (stereo not drawn)?
TDP1 cell CPT: 1%; TDP1 block: 6%; TDP1 cell noCPT: inconclusive

How did N/C(=N\OC(=O)c1cccs1)c1cccnc1 do in these assays?
TDP1 cell CPT: -1%; TDP1 block: 5%; TDP1 cell noCPT: -23%

What do the screens show for `CCNC(=O)Nc1ccc(-n2nc(C)c(C(=O)OCC)c2C)nc1`?
TDP1 cell CPT: 18µM*; TDP1 block: 3%; TDP1 cell noCPT: inconclusive

How did COc1ccc(OCC(=O)N(Cc2cccs2)C2CCS(=O)(=O)C2)cc1 (stereo not drawn) do in these assays?
TDP1 cell CPT: -2%; TDP1 block: 3%; TDP1 cell noCPT: 1%

How did O=C(Nc1ccc(Cl)cc1)N1CCCC1 do in these assays?
TDP1 cell CPT: inconclusive; TDP1 block: 9%; TDP1 cell noCPT: -1%

What do the screens show for `CCOC(=O)C1Nc2ccc(C(F)(F)F)cc2C2C=CCC12` (stereo not drawn)?
TDP1 cell CPT: inconclusive; TDP1 cell noCPT: inconclusive

Results for COc1cccc(N2CCN(C(=O)CCCCCn3c(=S)[nH]c4cc5c(cc4c3=O)OCO5)CC2)c1 ?
TDP1 cell CPT: 21µM*; TDP1 block: 1%; TDP1 cell noCPT: inconclusive

How did O=C1NC2CCCCC2C(=O)N1OS(=O)(=O)c1ccccc1 (stereo not drawn) do in these assays?
TDP1 cell CPT: 2.6µM*; TDP1 cell noCPT: 12µM*

Results for Cc1ccc(C(=O)O/N=C(\N)c2ccc(Br)cc2)cc1C ?
TDP1 cell CPT: 13%; TDP1 block: -1%; TDP1 cell noCPT: -10%

How did CCN(CC)C(=O)c1ccc(C(=O)c2ccccc2)cc1 do in these assays?
TDP1 cell CPT: -16%; TDP1 block: 2%; TDP1 cell noCPT: -21%

Results for CCOc1ccccc1C(=O)NCC(=O)OCc1csc(CC(=O)Nc2ccc(C)cc2)n1 ?
TDP1 cell CPT: inconclusive; TDP1 block: 2%; TDP1 cell noCPT: -7%

How did CS(=O)(=O)N(CC(=O)N1CCc2ccccc2C1)c1cccc(F)c1 do in these assays?
TDP1 cell CPT: -18%; TDP1 cell noCPT: -7%

Results for COc1ccc2cc(-c3ccccc3)c(=O)oc2c1 ?
TDP1 cell CPT: -16%; TDP1 block: -1%; TDP1 cell noCPT: -2%

Results for CCOC(=O)c1c(C)nc(C)c(C(=O)OCC)c1-c1ccc(Br)cc1 ?
TDP1 cell CPT: 13%; TDP1 block: -3%; TDP1 cell noCPT: inconclusive

What do the screens show for `NC(=O)c1ccccc1NC(=O)CN1CCN(Cc2ccc(Cl)cc2Cl)CC1`?
TDP1 cell CPT: inconclusive; TDP1 block: 2%; TDP1 cell noCPT: 23µM*

What do the screens show for `COc1cc(OC)cc(C(=O)N2CCCC(Nc3ccc(F)cc3)C2)c1` (stereo not drawn)?
TDP1 cell CPT: -5%; TDP1 block: 3%[56.1 µM]; TDP1 cell noCPT: 10%

Results for C/C(CC(=O)Nc1ccc2c(c1)OCCO2)=N\NC(=O)Cc1ccc(Cl)cc1 ?
TDP1 cell CPT: 13%; TDP1 block: 12%; TDP1 cell noCPT: -14%

How did Cc1onc(-c2ccccc2)c1C(=O)OCC(=O)c1ccccc1 do in these assays?
TDP1 cell CPT: -1%; TDP1 block: -4%; TDP1 cell noCPT: inconclusive

What do the screens show for `O=C(NCc1ccc2c(c1)OCO2)C(=O)Nc1cc2c3c(c1)CC(=O)N3CCC2`?
TDP1 cell CPT: 1%; TDP1 block: 0%; TDP1 cell noCPT: -20%

Ten successive compounds out of the list so far, quoted:
How did Cc1ccc2[nH]c(=S)cc(C)c2c1 do in these assays?
TDP1 cell CPT: inconclusive; TDP1 block: 8%; TDP1 cell noCPT: inconclusive

Results for CCC(=O)c1ccc(OCC(=O)OCC(=O)NCCC2=CCCCC2)cc1 ?
TDP1 cell CPT: 7%; TDP1 block: 0%; TDP1 cell noCPT: -13%

What do the screens show for `Cc1ccc(S(=O)(=O)CCC(=O)OCC(=O)NCCc2ccc(F)cc2)cc1`?
TDP1 cell CPT: -26%; TDP1 cell noCPT: 1%

Results for CC(=O)NC(Cc1ccc(F)cc1)C(=O)NC1CCN(C(=O)Nc2ccc(F)cc2)CC1 (stereo not drawn) ?
TDP1 cell CPT: -2%; TDP1 block: 0%; TDP1 cell noCPT: 1%

Results for Cc1ccc(S(=O)(=O)N2[C@H](CC(=O)c3ccccc3)OC[C@@H]2C)cc1 ?
TDP1 cell CPT: inconclusive; TDP1 cell noCPT: inconclusive

Results for CC1CCC(NC(=O)C(C)N2C(=O)C3CCCCC3C2=O)CC1 (stereo not drawn) ?
TDP1 cell CPT: 5%; TDP1 block: -2%[56.1 µM]; TDP1 cell noCPT: 3%

How did O=C(NC1c2ccccc2-c2ccccc21)c1ccccc1 do in these assays?
TDP1 cell CPT: -29%; TDP1 block: 0%; TDP1 cell noCPT: -13%

What do the screens show for `COc1ccc(NC(=O)C2=CN3CCS(=O)(=O)N=C3C=C2)c(OC)c1`?
TDP1 cell CPT: 18%; TDP1 block: 0%; TDP1 cell noCPT: -16%

Results for Cc1ccc(C)c(S(=O)(=O)Nc2ccc(C(=O)N3CCOCC3)cc2)c1 ?
TDP1 cell CPT: inconclusive; TDP1 cell noCPT: inconclusive

What do the screens show for `CCOc1ccc(NC(=O)c2ccc(NC(=O)c3ccc(NC(N)=O)cc3)cc2)cc1`?
TDP1 cell CPT: -4%; TDP1 block: 56µM*; TDP1 cell noCPT: -3%
